TcdB GH inh = TcdB glycohydrolase inhibition; TcdB glycohydrolase enzymatic assay, plate reader; inhibition, % at 9.99 µM; 0.24% of 350,000 active; AID 652162; in the data active = inhibition above about 10%
* = called active by the depositor. A portion of the library; the hit share may differ from the screen's.

> Cc1noc(C)c1S(=O)(=O)Nc1ccc2c(c1)C(=O)N([C@@H](C)CO)C[C@@H](C)[C@@H](CN(C)Cc1ccncc1)O2
  TcdB GH inh: 1.0

> CO[C@H]1CN(C)C(=O)c2cc(NS(=O)(=O)c3ccccc3)ccc2OC[C@@H](C)N(Cc2nccs2)C[C@H]1C
  TcdB GH inh: 0.0

> CNC(=O)C[C@@H]1CC[C@@H]2[C@@H](COc3ccc(NC(=O)c4ccccc4Cl)cc3C(=O)N2C)O1
  TcdB GH inh: 1.0

> C[C@@H]1CN([C@H](C)CO)C(=O)Cc2cc(N(C)C)ccc2O[C@@H]1CN(C)Cc1ccc(Cl)c(Cl)c1
  TcdB GH inh: -2.2

> COc1ccc2c3c(n(C)c2c1)[C@@H](CO)N(C(=O)NC(C)C)CC31CCN(CC2CCCCC2)CC1
  TcdB GH inh: -0.1

> C[C@@H]1CN([C@H](C)CO)C(=O)CCCn2cc(nn2)CO[C@@H]1CN(C)C(=O)Nc1ccc(N2CCCCC2)cc1
  TcdB GH inh: -6.5

> COc1ccc(S(=O)(=O)N(C)C[C@@H]2Oc3c(NC(=O)Nc4ccc5c(c4)OCO5)cccc3C(=O)N([C@@H](C)CO)C[C@H]2C)cc1
  TcdB GH inh: 0.1

> COc1ccccc1-c1ccc2c(c1)[C@H]1[C@H](CCN1Cc1ccccc1F)[C@@H](CO)N2
  TcdB GH inh: 0.5

> CN1C(=O)c2cc(NC(=O)c3ccccc3F)ccc2OC[C@@H]2O[C@@H](CC(=O)NCc3ccc4c(c3)OCO4)CC[C@H]21
  TcdB GH inh: 0.3

> O=S(=O)(N[C@H]1CC[C@@H](CCn2cc(C3(O)CCCC3)nn2)O[C@@H]1CO)c1ccc(F)cc1
  TcdB GH inh: -0.1

> CC(C)NC(=O)Nc1cccc2c1O[C@H](CN(C)Cc1ccccc1)[C@@H](C)CN([C@@H](C)CO)C2=O
  TcdB GH inh: 0.4

> COc1ccc(NC(=O)Nc2ccc3c(c2)C(=O)N([C@H](C)CO)C[C@H](C)[C@@H](CN(C)C(=O)NC(C)C)OCCCC[C@@H](C)O3)cc1
  TcdB GH inh: 0.2

> CNC[C@H]1OCCCC[C@@H](C)Oc2ccc(NC(=O)NC(C)C)cc2C(=O)N([C@@H](C)CO)C[C@H]1C
  TcdB GH inh: -0.2

> CC(C)C#Cc1ccc2c(c1)O[C@H](CN(C)CC1CC1)[C@H](C)CN([C@@H](C)CO)S2(=O)=O
  TcdB GH inh: -1.1

> C[C@H]1CN([C@@H](C)CO)C(=O)c2cccc(NC(=O)CCCCCC(=O)Nc3ccccc3N)c2O[C@H]1CN(C)Cc1ccc(Oc2ccccc2)cc1
  TcdB GH inh: -0.3

> C[C@@H]1CN([C@@H](C)CO)C(=O)Cc2cc(NS(=O)(=O)c3ccc(Cl)cc3)ccc2O[C@H]1CN(C)Cc1ccccc1
  TcdB GH inh: 1.2

> C[C@@H]1CN([C@@H](C)CO)S(=O)(=O)c2ccc(/C=C/c3ccccc3)cc2O[C@@H]1CN(C)C(=O)NC1CCCC1
  TcdB GH inh: -0.3

> C[C@@H]1CCCCO[C@H](CN(C)C(=O)Nc2ccccc2)[C@@H](C)CN([C@H](C)CO)C(=O)c2cc(NC(=O)Nc3ccccc3)ccc2O1
  TcdB GH inh: -2.4

> Cc1ccccc1S(=O)(=O)N1C[C@H](O)COC[C@H]2O[C@@H](CC(=O)NCc3ccccc3Cl)CC[C@@H]21
  TcdB GH inh: 0.6

> CCC(=O)Nc1ccc2c(c1)OC[C@H](C)N(C(C)=O)C[C@@H](C)[C@H](OC)CN(C)C2=O
  TcdB GH inh: 0.7

> C[C@@H]1CN([C@@H](C)CO)C(=O)Cc2cc(NC(=O)C3CC3)ccc2O[C@H]1CN(C)S(=O)(=O)c1ccc(Cl)cc1
  TcdB GH inh: 0.1

> CO[C@@H]1CN(C)C(=O)c2cc(NC(C)=O)ccc2OC[C@H](C)N(C(=O)C2CCC2)C[C@H]1C
  TcdB GH inh: 0.1

> C[C@H]1CN([C@@H](C)CO)C(=O)Cc2cc(NC(=O)Nc3ccc4c(c3)OCO4)ccc2O[C@@H]1CN(C)S(=O)(=O)c1ccc(Cl)cc1
  TcdB GH inh: -0.1

> O=C(C[C@H]1CC[C@@H](NC(=O)c2ccccc2)[C@@H](CO)O1)NCc1ccc(Oc2ccccc2)cc1
  TcdB GH inh: 0.9

> COc1ccc(NC(=O)Nc2ccc3c(c2)CC(=O)N([C@H](C)CO)C[C@H](C)[C@@H](CN(C)S(C)(=O)=O)O3)cc1
  TcdB GH inh: 0.9

> C[C@@H]1CN([C@H](C)CO)C(=O)c2cc(N(C)C)ccc2O[C@@H]1CN(C)S(C)(=O)=O
  TcdB GH inh: -5.3

> C[C@@H]1CN([C@@H](C)CO)C(=O)Cc2cc(NS(=O)(=O)c3ccc(F)cc3)ccc2O[C@H]1CN(C)S(=O)(=O)c1ccccc1
  TcdB GH inh: 0.6

> COCC(=O)N[C@@H]1CC[C@@H](CC(=O)NCc2ccccc2OC)O[C@H]1CO
  TcdB GH inh: 0.6

> C[C@@H]1CN([C@@H](C)CO)S(=O)(=O)c2ccc(-c3cccnc3)cc2O[C@@H]1CN(C)C(=O)C1CCCCC1
  TcdB GH inh: 0.4

> C[C@@H]1CN([C@@H](C)CO)C(=O)c2cc(-c3cccc(C#N)c3)cnc2O[C@H]1CN(C)Cc1cncnc1
  TcdB GH inh: -0.5

> CCCNC(=O)NC[C@@H]1[C@@H](c2ccc(C3=CCCC3)cc2)[C@H](CO)N1C(=O)CC
  TcdB GH inh: -17

> O=C(Nc1ccc(Cl)cc1)N1C[C@@H]2[C@H](c3ccccc31)[C@@H](CO)N2CC1CCCC1
  TcdB GH inh: 0.6

> CO[C@@H]1CC[C@@H]2CCN(C)C(=O)[C@@H](C)N(C)C(=O)c3cc(C#N)ccc3OC[C@@H]1O2
  TcdB GH inh: -1.1

> COc1ccccc1NC(=O)N[C@H]1CC[C@@H](CC(=O)N2CCC(Cc3ccccc3)CC2)O[C@H]1CO
  TcdB GH inh: -2.7

> C[C@@H]1CCCCO[C@H](CN(C)CC2CCCCC2)[C@@H](C)CN([C@H](C)CO)C(=O)c2cc(NC(=O)c3ccncc3)ccc2O1
  TcdB GH inh: -1.8

> COc1cccc(-c2cnc3c(c2)C(=O)N([C@H](C)CO)C[C@@H](C)[C@@H](CN(C)Cc2cccnc2)O3)c1
  TcdB GH inh: 0.7

> C[C@@H]1CN([C@H](C)CO)C(=O)Cc2cc(N(C)C)ccc2O[C@H]1CN(C)Cc1ccc(C(=O)Nc2ccccc2N)cc1
  TcdB GH inh: -7.0

> COc1ccc(S(=O)(=O)N(C)C[C@@H]2Oc3ccc(NC(=O)Cn4cnnn4)cc3C(=O)N([C@H](C)CO)C[C@@H]2C)cc1
  TcdB GH inh: -3.0

> CO[C@H]1CN(C)C(=O)c2cc(NC(=O)C3CC3)ccc2OC[C@@H](C)N(C(=O)c2cnccn2)C[C@@H]1C
  TcdB GH inh: -2.0

> COc1ccc(C#Cc2cnc3c(c2)C(=O)N([C@H](C)CO)C[C@H](C)[C@@H](CN(C)CC2CCCC2)O3)cc1
  TcdB GH inh: 1.1

> COc1ccc(NC(=O)Nc2ccc3c(c2)CC(=O)N([C@@H](C)CO)C[C@H](C)[C@@H](CN(C)C(=O)Nc2ccccc2)O3)cc1
  TcdB GH inh: 0.5

> C[C@H]1CN([C@@H](C)CO)C(=O)c2cc(C3=CCCC3)cnc2O[C@H]1CN(C)C(=O)c1ccc(F)cc1
  TcdB GH inh: -0.6

> COC(=O)[C@H]1[C@H](CO)[C@H]2Cn3c(ccc(-c4ccc(F)cc4)c3=O)[C@H]2N1C(=O)C1CC1
  TcdB GH inh: 1.9

> COc1ccc(C#Cc2ccc([C@H]3[C@H](CO)N4C(=O)CN(C(=O)c5cccnc5)C[C@@H]34)cc2)cc1
  TcdB GH inh: -1.3

> CN(C)C(=O)C[C@H]1CC[C@@H]2[C@@H](COc3ccc(NS(=O)(=O)c4cccc(F)c4)cc3C(=O)N2C)O1
  TcdB GH inh: -0.4

More compounds follow.
Structure,TcdB GH inh
Cc1noc(C)c1NC(=O)N(C)C[C@H]1OCCCC[C@H](C)Oc2ccc(NS(=O)(=O)c3ccc(F)cc3)cc2C(=O)N([C@@H](C)CO)C[C@H]1C,-0.1
CN(C)C(=O)c1ccc(-c2ccccc2[C@@H]2[C@@H](C#N)N(C(=O)C3CCCCC3)[C@@H]2CO)cc1,0.7
C/C=C/c1cnc2c(c1)C(=O)N([C@@H](C)CO)C[C@@H](C)[C@H](CN(C)Cc1cccc(C(=O)O)c1)O2,-0.1
COc1ccc(S(=O)(=O)Nc2ccc3c(c2)C(=O)N([C@@H](C)CO)C[C@@H](C)[C@@H](CN(C)Cc2ccccc2)O3)cc1,-0.6
C[C@H](NC(=O)C[C@@H]1CC[C@H](NC(=O)C2CCC2)[C@H](CO)O1)c1ccccc1,0.0
CC(C)C#Cc1ccc2c(c1)O[C@@H](CN(C)C(=O)Nc1ccccc1)[C@@H](C)CN([C@@H](C)CO)S2(=O)=O,0.8
COC(=O)[C@@H]1[C@@H](CO)[C@@H]2Cn3c(ccc(-c4cccnc4)c3=O)[C@@H]2N1Cc1cccc(F)c1,0.7
C[C@H](CO)N1C[C@H](C)[C@H](CN(C)Cc2ccncc2)Oc2ccc(NS(=O)(=O)c3cccs3)cc2C1=O,0.8
C[C@@H]1CN([C@H](C)CO)S(=O)(=O)c2ccc(C3=CCCCC3)cc2O[C@H]1CN(C)C(=O)CN(C)C,-2.6
Cc1nc(S(=O)(=O)N2CCN(Cc3ccc(OCCO)cc3)CC2)cn1C,2.3
CNC[C@H]1Oc2cc(C#Cc3ccccc3)ccc2S(=O)(=O)N([C@@H](C)CO)C[C@@H]1C,2.4
O=C(C[C@@H]1C=C[C@@H](NC(=O)Nc2cc(F)ccc2F)[C@@H](CO)O1)NCc1ccccn1,-0.1
COCC(=O)N1[C@@H]2c3ccc(/C=C/c4ccccc4)c(=O)n3C[C@H]1[C@H](CO)[C@H]2C(=O)N1CCOCC1,-0.3
C[C@H]1CCCCO[C@@H](CN(C)CC2CCCCC2)[C@@H](C)CN([C@@H](C)CO)C(=O)c2cc(NC(=O)Nc3ccc(F)cc3)ccc2O1,0.7
CCCC#Cc1ccc([C@@H]2[C@@H](CO)N3C(=O)CN(C(=O)Nc4cccc(F)c4)C[C@H]23)cc1,0.8
COc1ccc2c3c([nH]c2c1)[C@@H](CO)N(C(=O)Nc1c(C)noc1C)CC31CCN(CC2CC2)CC1,-0.5
CCC(=O)N(C)C[C@H]1Oc2ncc(C3=CCCC3)cc2C(=O)N([C@H](C)CO)C[C@@H]1C,-0.2
COc1ccc2c3c(n(C)c2c1)[C@H](CO)N(C(=O)C1CCCC1)CC31CCN(C(=O)Nc2cccc(F)c2)CC1,-1.1
C[C@@H]1CN([C@@H](C)CO)C(=O)c2cccc(NC(=O)c3cnccn3)c2O[C@@H]1CN(C)CC1CCCCC1,-0.6
CCNC(=O)C[C@@H]1CC[C@H](NC(=O)C2CCC2)[C@H](CO)O1,0.5
O=C(N[C@H]1CC[C@@H](CC(=O)N2CCN(c3ccccc3)CC2)O[C@@H]1CO)c1ccncc1,-0.3
CS(=O)(=O)Nc1ccc2c(c1)[C@H]1C[C@@H](CC(=O)NCC3CC3)O[C@@H](CO)[C@H]1O2,-1.0
O=C(c1cccc(F)c1)N1CC(=O)N2[C@H](CO)[C@@H](c3ccc(-c4ccccc4F)cc3)[C@@H]2C1,-1.4
CCCNC(=O)[C@@]1(C)c2ccccc2C(=O)N(Cc2ccccc2)[C@H]1c1ccc(CO)cc1,-1.8
COc1ccc(S(=O)(=O)Nc2cccc3c2O[C@@H](CN(C)S(=O)(=O)c2ccc(F)cc2)[C@H](C)CN([C@H](C)CO)C3=O)cc1,0.1
O=C(Nc1ccccc1F)N1C[C@H]2[C@@H](c3ccccc31)[C@@H](CO)N2C(=O)C1CCCCC1,0.1
CCC(=O)Nc1ccc2c(c1)C(=O)N(C)[C@@H]1CC[C@H](CC(=O)NCc3ccc(OC)cc3)O[C@H]1CO2,-0.4
C/C=C/c1ccccc1[C@H]1[C@@H](C#N)N(C(=O)NC2CCCC2)[C@H]1CO,-1.0
C[C@@H]1CN([C@@H](C)CO)C(=O)c2cc(-c3ccncc3)cnc2O[C@@H]1CN(C)C(=O)c1ccc(F)cc1,-11
CCC(=O)N(C)C[C@H]1Oc2ncc(C#C[C@H](C)O)cc2C(=O)N([C@H](C)CO)C[C@@H]1C,-0.6
Cc1ccc(S(=O)(=O)Nc2cccc3c2O[C@H](CN(C)C(=O)Nc2ccc(F)cc2)[C@H](C)CN([C@H](C)CO)C3=O)cc1,1.4
CCCNC(=O)N1CC[C@@H]2[C@H]1c1cc(C#Cc3ccc(OC)cc3)ccc1N(C)[C@@H]2CO,0.0
COc1ccc(COCC23N=C4SCc5ccccc5CN4[C@H](c4ccccc4O2)[C@H]3COC(=O)c2ccccc2)cc1,-0.3
O=C(N[C@H]1CC[C@H](CCNS(=O)(=O)c2ccc(F)cc2)O[C@@H]1CO)C1CC1,0.1
O=C(Cc1ccccn1)N1CC(=O)N2[C@@H](CO)[C@H](c3ccc(C#CC4CC4)cc3)[C@@H]2C1,0.5
Cc1ccc(S(=O)(=O)N[C@@H]2CC[C@@H](CC(=O)N3CCN(c4ccccc4)CC3)O[C@@H]2CO)cc1,0.8
COCC#Cc1ccc([C@H]2[C@H]3CN(C(=O)C4CCCC4)CC(=O)N3[C@H]2CO)cc1,-0.4

As a working copy, part of the list above:
Structure,TcdB GH inh
Cc1ccc(S(=O)(=O)N[C@@H]2CC[C@@H](CC(=O)N3CCN(c4ccccc4)CC3)O[C@@H]2CO)cc1,0.8
COCC#Cc1ccc([C@H]2[C@H]3CN(C(=O)C4CCCC4)CC(=O)N3[C@H]2CO)cc1,-0.4

Entries above that have a cyano group (four):
Structure,TcdB GH inh
C[C@@H]1CN([C@@H](C)CO)C(=O)c2cc(-c3cccc(C#N)c3)cnc2O[C@H]1CN(C)Cc1cncnc1,-0.5
CO[C@@H]1CC[C@@H]2CCN(C)C(=O)[C@@H](C)N(C)C(=O)c3cc(C#N)ccc3OC[C@@H]1O2,-1.1
CN(C)C(=O)c1ccc(-c2ccccc2[C@@H]2[C@@H](C#N)N(C(=O)C3CCCCC3)[C@@H]2CO)cc1,0.7
C/C=C/c1ccccc1[C@H]1[C@@H](C#N)N(C(=O)NC2CCCC2)[C@H]1CO,-1.0

Compound activity from PubChem.
